Apaf-1 inh – human Apaf-1 inhibition; O14727; reconstituted apoptosome caspase-3 activity, DEVD-Rh110 fluorescence; inhibition, % at 20 µM; 0.71% of 330,000 active; active = inhibition of at least 40% at 20 µM;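 also: plate controls were DMSO wells for no effect and DEVD-CHO caspase inhibitor wells for full effect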
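System: Apoptosome proteins | Medium: Hepes pH 7.5 with detergent and BSA | Also added: Cytochrome c trigger plus (Z-DEVD)2-Rh110 caspase-3 substrate | Incubation: 30 min compound preincubation, 50 min activation, room temperature | Detection: Rhodamine 110 fluorescence at Ex 480/Em 540 nm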
697 NFkB inh – lowers PMA/ionomycin-induced NF-kB signal in 697 B cells; AID 435022; 697 B-cell NF-kB luciferase reporter, 16 h; 0.33% of 330,000 active; inhibition, % at 4 µM; in the data active = inhibition above about 35%
UBC13 inh – blocks human UBC13 polyubiquitin chain formation; P61088; TR-FRET; inhibition, % at 20 µM; 0.47% of 330,000 active; AID 485273; in the data active = inhibition above about 45%, passing the limit was not always enough
Target sequence (P61088 whole entry, looked up): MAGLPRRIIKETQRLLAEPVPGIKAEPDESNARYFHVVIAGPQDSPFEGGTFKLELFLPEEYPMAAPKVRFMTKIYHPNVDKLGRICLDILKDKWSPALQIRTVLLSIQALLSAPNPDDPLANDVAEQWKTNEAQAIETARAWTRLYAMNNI
HKDC1 inh – inhibitors of human hexokinase HKDC1; Q2TB90; inhibition, % at 20 µM; 0.16% of 340,000 active; recombinant HKDC1, G6PDH/diaphorase resazurin coupled fluorescence;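 active = inhibition above about 35% when tested at 20 µM, limit read from the data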;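 also: plate controls were DMSO wells with enzyme for no effect and DMSO wells lacking enzyme for full effect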
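System: Recombinant HKDC1 hexokinase | Amount: HKDC1 at 5 µg/mL | Reagent: Glucose with 1 mM ATP | Doses: Single 20 µM dose | Incubation: Reaction time 90 min, room temperature, protected from light | Signal: Coupled resazurin fluorescence, excitation 525 nm, emission 613 nm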
Jurkat NFkB inh – lowers PMA/ionomycin-induced NF-kB signal in Jurkat cells; PMA/ionomycin-induced NF-kB luciferase reporter, luminescence; inhibition, % at 4 µM; 0.53% of 330,000 active; AID 435003
SENP8 block – blocks the human protease SENP8 | Q96LD8 | purified SENP8, Z-RLRGG-aminoluciferin cleavage, luminescence | inhibition, % at 10 µM | 1.2% of 330,000 active | AID 2540
Target sequence (Q96LD8 whole entry, looked up): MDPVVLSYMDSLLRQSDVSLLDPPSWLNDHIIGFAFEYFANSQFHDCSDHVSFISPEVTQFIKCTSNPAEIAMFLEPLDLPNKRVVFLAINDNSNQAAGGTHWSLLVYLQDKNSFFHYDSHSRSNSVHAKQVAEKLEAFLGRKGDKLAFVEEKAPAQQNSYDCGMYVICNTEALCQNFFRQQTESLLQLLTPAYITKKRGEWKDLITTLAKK
SENP7 inh – SENP7 protease inhibition; Q9BQF6; recombinant SENP7, Z-RLRGG-aminoluciferin luminescence, 40 min; inhibition, % at 5 µM; 1.5% of 330,000 active;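 active = inhibition above about 50% at the single test dose, limit read from the data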;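 also: plate controls were DMSO with enzyme for no effect and no enzyme buffer wells for full effect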
Target sequence (Q9BQF6 706-1050 limits assumed): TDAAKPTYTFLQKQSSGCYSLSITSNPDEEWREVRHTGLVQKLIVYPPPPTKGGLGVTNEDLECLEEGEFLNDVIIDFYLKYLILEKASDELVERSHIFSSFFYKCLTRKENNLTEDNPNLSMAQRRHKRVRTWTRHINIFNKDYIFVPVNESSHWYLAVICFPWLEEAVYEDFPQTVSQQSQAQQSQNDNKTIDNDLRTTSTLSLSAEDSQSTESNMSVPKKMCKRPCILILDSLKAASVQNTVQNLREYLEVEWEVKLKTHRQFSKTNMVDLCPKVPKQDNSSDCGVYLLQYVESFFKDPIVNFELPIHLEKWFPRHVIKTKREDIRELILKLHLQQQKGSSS
Gli-Sufu block – blocks Gli-Sufu signaling in a luciferase reporter; Sufu-KO-LIGHT fibroblasts, Gli luciferase reporter luminescence; inhibition, % at 5 µM; 0.74% of 340,000 active;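 active = inhibition above about 55%, limit read from the data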;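 also: 0% = DMSO-treated cells and 100% = wells with medium but no cells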
* hit, by the source's call; nt = no result given; & = joins results of further samples. Rule as the data show it, unless noted: active = inhibition above about 50%; inactive = the rest. Not a hit list; 3.6% or so of the library scored in one or more.

SMILES	Apaf-1 inh	697 NFkB inh	UBC13 inh	HKDC1 inh	Jurkat NFkB inh	SENP8 block	SENP7 inh	Gli-Sufu block
O=C(Cc1cccs1)Nc1ccc(-c2nnc(-c3ccccc3)o2)cc1	-9	-75	-2	-3	-36	6	-1	-40
CCOC(=O)c1ccc(NC(=O)COc2ccccc2OC)cc1	7	15	14	4	-3	-3	-6	37
COc1ccc(COC(=O)c2ccc(Cl)c(S(=O)(=O)N3CCOCC3)c2)cc1F	20	-57	-3	-4	-10	-3	-5	-23
Oc1ccc(-c2nc3ccccn3c2NCc2ccco2)cc1	-6	-16	13	1	-9	5	1	-17
CC1(c2nnc(Cc3ccccc3)o2)CC(c2ccncc2)=NO1 (configuration not stated)	1	10	-1	-1	-2	1	1	-5
O=C(OCC(=O)N1CCOCC1)c1ccccc1Cc1ccccc1	3	-113	0	10	-105	15	31	-75
CCn1nc(NS(=O)(=O)c2ccc([N+](=O)[O-])cc2)c2cc3ccc(C)cc3nc21	-3	7	-5	2	1	-2	9	1
O=C(NC1CC1)C1=C[C@H](C2CCCCC2)C[C@H](OCc2ccc(CO)cc2)O1	18	-13	0	-2	6	-5	-9	7
COc1ccc(-c2nnc(SCC(=O)N3CCOCC3)o2)cc1OC	-8	-15	0	-1	-16	3	-2	-13
CC(C)(C)NC(=O)NC12CC3CC(CC(C3)C1)C2	-7	2	-6	-12	5	5	4	-4
Cc1cc(C)c(NC(=O)CSc2nccn2C)c(C)c1	-10	11	2	-5	0	-3	-4	2
CC1CNCCN1S(=O)(=O)c1cccc2cnccc12 (configuration not stated)	-7&-3	-9&0	5&-6	-2&-5	7&17	14&-4	-6&-12	12&12
COc1ccc(NC(=O)C2CCN(S(=O)(=O)c3cccs3)CC2)cc1OC	3	21	4	-2	8	1	1	-2
O=C(O)/C=C/C(=O)Nc1ccccc1C(=O)Nc1ccccc1	7	1	2	0	7	1	-2	-5
Cc1ccccc1NC(=O)c1sc(NC(=O)COc2ccccc2)c(C#N)c1C	7	-16	3	-11	14	-5	33	3
Cc1ccc(S(=O)(=O)CCC(=O)Nc2sccc2C(N)=O)cc1	-10	9	1	7	5	4	3	3
COC(=O)[C@@]12CCCCN1[C@H](c1ccc(-c3ccc(C(C)=O)cc3)c(OC)c1)[C@@H]1C(=O)N(C)C(=O)[C@@H]12	28	-27	1	-4	-15	-19	-10	-7
CC1CCN(C(=O)CSc2nnc(CNc3ccc(F)cc3)n2Cc2ccco2)CC1	4	-7	5	0	-13	-2	5	4
O=C(N/N=C/c1ccccn1)c1ccc(NC(=O)c2cccc([N+](=O)[O-])c2)cc1	0	-35	-10	1	-9	7	2	-15
Cc1cc(C)n(CC(=O)N2CCCC(N3CCN(c4ccc(F)cc4)CC3)C2)n1 (configuration not stated)	7	4	-8	-2	-17	-13	-9	-8
CN(CC(=O)Nc1cccc(F)c1)C(=O)c1ccc(-c2cccc(C(F)(F)F)c2)o1	34	6	-9	5	-8	2	-1	-1
CN(C)c1ccc(C(CC(=O)O)C(=O)O)cc1 (configuration not stated)	3	5	-5	-11	10	-1	13	-16
CCC(C)Nc1nc(-c2cccc(OC)c2O)nc2ccccc12 (configuration not stated)	13	18	8	6	-14	4	7	7
Fc1ccccc1N1CCN(CC2CC3C=CC2C3)CC1 (configuration not stated)	-3	-1	-3	-6	4	1	5	1
Cc1ccc(N2C(=O)N(CC(=O)Nc3ccc(C)cc3C)C(=O)C2C)cc1 (configuration not stated)	0	-7	0	0	-15	2	3	0
CC(C)CCOc1cccc(OCC(=O)Nc2ccncc2)c1	13	-11	1	2	57*	3	-3	22
Cc1ccccc1-n1c(O)cc(=O)[nH]c1=S	-11	4	16	4	-6	6	6	-2
Cc1cc(C)cc(OCCn2nnc3ccccc32)c1	4	-86	2	-1	-30	-19	-20	-17
CC(=O)Oc1ccc2ccc(=O)oc2c1	-7	10	12	-9	3	3	0	0
O=S(=O)(c1cnc(Cl)c(Br)c1)N1CCCCCC1	-2	19	-10	-20	-17	-3	-10	4
CN(C)S(=O)(=O)c1cccc(NC(=O)c2cc3c(cc2Cl)N2CCCCCC2=NS3(=O)=O)c1	-6	12	2	-3	-6	1	-1	1
COc1ccc(C(=O)CSc2ncnc3nc[nH]c23)cc1	-16	15	6	1	4	1	2	4
CC(C)OC(=O)c1cc2ccccc2oc1=O	-5	11	2	-10	-5	-10	-3	0
O=C(Cc1cccc(NC(=O)C2CCN(C(=O)CCc3ccccc3)CC2)c1)Nc1cccc(C(=O)N2CCCC2)c1	7	-9	-8	-2	-6	-5	-6	23
CCc1ccc(-c2nc(CS(=O)CC(=O)NCc3ccc4c(c3)OCO4)c(C)o2)cc1 (configuration not stated)	12	22	3	-2	-5	11	2	3
NC(=O)NC(=O)c1nccnc1C(=O)O	-4	5	-8	-7	-4	-10	-12	-4
Cc1ccc(S(=O)(=O)/N=C2\C=C(Nc3ccc(O)cc3)C(=O)c3ccccc32)cc1	96*	19	-174	34	64*	90*	64*	94*
O=C(OCc1nc2ccc(Cl)cc2n1CCO)c1ccc(O)cc1	9	1	-2	3	-3	-9	-6	-12
CC(=O)c1ccc(NC(=O)NC2CCCCCCC2)cc1	8	-159	2	8	-150	9	-6	-91
COc1cccc(/C=C(/CC(=O)Nc2ccc(N3CCOCC3)cc2)c2nc3ccccc3s2)c1	11	-53	-19	-1	-20	-1	4	5
COc1ccc(Nc2c(-c3ccco3)nc3ccc(C)cn23)cc1	-2	-8	13	-3	-12	-9	-1	-8
O=C(NC1CCCCC1)C(c1cccnc1)N(C(=O)c1csnn1)c1ccc(F)cc1 (configuration not stated)	6	-4	-6	-10	-19	-13	-4	-19
COC(=O)c1cc(OC)c(OC)cc1NC(=O)c1cccc(C)c1	6	-1	1	-10	5	-4	6	-1
Cc1nc2ncnn2c(N2CCC(C(=O)NCC3CCCO3)CC2)c1Cc1ccccc1 (configuration not stated)	-19	13	20	-8	5	5	-1	4
CCOc1ccc(OCCC(=O)OCC(=O)Nc2cc(OCC)c(N3CCOCC3)cc2OCC)cc1	7	5	-9	14	1	-12	0	4
COc1cc(S(=O)(=O)Nc2cccc(C)c2)ccc1NC(=O)c1ccncc1	-5	-13	0	-6	7	-11	-3	-4
COc1ccc(Nc2nc(NCc3ccco3)nc(N3CCOCC3)n2)cc1	3	-37	-7	-2	-23	-8	-10	21
O=C(Cc1ccccc1)NC(=S)Nc1ccc(N2CCCCC2)cc1	31	-32	-20	14	-19	-9	-7	7
O=C(Nc1ccc(NS(=O)(=O)c2ccccc2)cc1)c1ccc(Cl)cc1	-1	-33	-6	-7	8	-8	-6	4
Cc1ccc(OCc2nnc(SCC(=O)NCc3ccco3)n2C)cc1	5	14	3	-1	-4	3	8	-5
Cc1cc(C(F)F)n2ncc(C(=O)NCc3ccc(F)cc3)c2n1	11	-35	-5	-6	-7	-12	-11	6
COc1ccc(N2C(=O)CC(SCCc3nc4ccccc4[nH]3)C2=O)cc1 (configuration not stated)	-10	2	-2	-10	0	2	4	-5
O=[N+]([O-])c1ccc(N/N=C/c2cccs2)nc1	5	-128	-27	-6	-57	28	38	-38
Cc1cc(=O)oc2cc(OCC(=O)N3CCOCC3)c(Cl)cc12	-5	-7	0	-3	-18	-1	9	2
CCCOCn1cc(F)c(=O)[nH]c1=O	-11	4	2	-14	18	-7	3	0
O=C(NCCCN1CCOCC1)c1cc(-c2ccc(F)cc2)on1	-8	17	-2	-9	-6	4	5	6
Cc1ccc(C(=O)N/C(=C/c2cccc([N+](=O)[O-])c2)C(=O)NCC2CCCO2)cc1 (configuration not stated)	-10	-7	-4	-2	4	2	6	-8
Cc1cccc(N2CCN(C(=O)CCS(=O)(=O)c3ccc4c(c3)oc(=O)n4C)CC2)c1C	8	-66	-2	-3	-3	-5	-18	-5
Cc1ccc2c(c1)NC(=O)C(CC(=O)NCCCN1CCCCC1)O2 (configuration not stated)	9	12	7	-9	-8	-1	6	4
CC(=O)N/C(=N/c1nc(C)cc(C)n1)Nc1ccc(F)cc1F	-1	10	6	-9	-6	4	-13	9

Profiles from above.
Shown for Cc1ccc2c(c1)NC(=O)C(CC(=O)NCCCN1CCCCC1)O2 (configuration not stated) = Apaf-1 inh = 9; 697 NFkB inh = 12; UBC13 inh = 7; HKDC1 inh = -9; Jurkat NFkB inh = -8; SENP8 block = -1; SENP7 inh = 6; Gli-Sufu block = 4
Shown for COc1cc(S(=O)(=O)Nc2cccc(C)c2)ccc1NC(=O)c1ccncc1 = Apaf-1 inh = -5; 697 NFkB inh = -13; UBC13 inh = 0; HKDC1 inh = -6; Jurkat NFkB inh = 7; SENP8 block = -11; SENP7 inh = -3; Gli-Sufu block = -4

The results go on.
SMILES	Apaf-1 inh	697 NFkB inh	UBC13 inh	HKDC1 inh	Jurkat NFkB inh	SENP8 block	SENP7 inh	Gli-Sufu block
COc1ccc2cc(C)c3nnc(SCC(=O)Nc4cc(OC)c(OC)cc4C(=O)O)n3c2c1	9	0	2	-2	-26	-1	-3	5
COc1ccc(C(CNC(=O)COc2ccccc2)N2CCOCC2)cc1 (configuration not stated)	25	11	21	-7	3	5	5	6
CCOc1cc(S(=O)(=O)NCc2ccco2)c(OCC)cc1-n1cnnn1	-2	16	12	2	1	4	6	-1
COC(=O)c1ccccc1-n1c(CCC(=O)O)ccc1-c1ccc(F)cc1	8	-5	0	4	-30	3	-2	7
CCn1c(SCC(=O)Nc2ccccc2Br)nnc1-c1cnccn1	-6	-20	-4	-6	-1	-5	9	-3
CCC1(C)N=C(c2ccc3c(c2)OCO3)CC(c2ccccc2O)N1 (configuration not stated)	-13	-30	4	6	-44	78*	2	-1
O=C(NCc1cccs1)c1ccccc1C(=O)NCc1cccs1	-15	29	8	-2	-2	3	1	17
Cc1cc(C2N=C(N)Nc3nc4ccccc4n32)c(C)n1-c1ccccc1Cl (configuration not stated)	33	-24	46*	17	2	-10	-6	-3
Cc1ccc(S(=O)(=O)N2CCCCC2)cc1NC(=O)c1ccc2c(=O)n3c(nc2c1)CCCCC3	16	18	-6	nt	7	-15	-1	nt
O=C(Nc1ccncc1)c1cc2ccccc2cc1O	37	1	-8	22	-82	96*	93*	-55
CCCCN(C(=O)c1cccc(-n2cccc2)c1)c1c(N)n(CCCC)c(=O)[nH]c1=O	20	1	-6	0	12	-2	13	-7
CC12CC(c3ccccc3O1)N(C(=O)c1ccco1)C(=O)N2c1ccccc1 (configuration not stated)	9	13	0	-5	12	-10	15	6
OCCC1CN(Cc2cccn2-c2nccs2)CCN1CCc1ccccc1 (configuration not stated)	-10	-6	-5	-6	3	-3	5	-6
CCC(Sc1ccccc1C(=O)O)C(=O)O (configuration not stated)	1	-16	0	0	-6	3	3	6
CC(C)c1ccc(NC(=O)COC(=O)/C=C/c2cccc(Br)c2)cc1	-8	-9	5	-4	7	-3	1	-16
COc1ccc(C(=O)C2CCN(C(=S)Nc3ccc(F)cc3)CC2)cc1	5	10	9	-5	5	-1	4	8
COc1cc2c(-c3ccc4cc[nH]c4c3)c(-c3ccc(C#N)cc3)oc(=O)c2cc1OC	17	-45	24	2	-17	-3	10	21
COCCNC(=O)C(C)Oc1ccccc1 (configuration not stated)	2	-8	-7	-6	-15	-7	-5	-6
COc1cccc(CN2CC(C(=O)NCc3cccc(Cl)c3)CCC2=O)c1 (configuration not stated)	2	-4	10	-7	14	1	3	31

Reprinted at random: 6 records from the list
SMILES	Apaf-1 inh	697 NFkB inh	UBC13 inh	HKDC1 inh	Jurkat NFkB inh	SENP8 block	SENP7 inh	Gli-Sufu block
COC(=O)c1ccccc1-n1c(CCC(=O)O)ccc1-c1ccc(F)cc1	8	-5	0	4	-30	3	-2	7
COc1cccc(CN2CC(C(=O)NCc3cccc(Cl)c3)CCC2=O)c1 (configuration not stated)	2	-4	10	-7	14	1	3	31
OCCC1CN(Cc2cccn2-c2nccs2)CCN1CCc1ccccc1 (configuration not stated)	-10	-6	-5	-6	3	-3	5	-6
CCC(Sc1ccccc1C(=O)O)C(=O)O (configuration not stated)	1	-16	0	0	-6	3	3	6
CC(C)c1ccc(NC(=O)COC(=O)/C=C/c2cccc(Br)c2)cc1	-8	-9	5	-4	7	-3	1	-16
O=C(NCc1cccs1)c1ccccc1C(=O)NCc1cccs1	-15	29	8	-2	-2	3	1	17

Screening results (PubChem)
